Insulin prom inh – inhibitors of insulin promoter-driven GFP, primary screen, imaging, TRM-6 cells (human fetal islet line), eGFP reporter, cell count; inhibition, % at 2 µM; AID 1273, 2008; reporter expression induced with tamoxifen; 130,000 compounds, 0.9% hits;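 active = inhibition above the mean plus 3 SD, with well images judged a real hit on visual review, cut at about 60% in these data, passing the limit was not always enough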
sdo1 growth – growth rescue of sdo1-depleted yeast, primary screen, S. cerevisiae, bone marrow failure model | S. cerevisiae sdo1-depleted JHY4D growth rescue, OD600 30 h; hits give high values; pdr5 snq2 efflux-pump mutant strain | z-score at 10 µM | 140,000 compounds, 0.21% hits | AID 817, 2007;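 active = z-score above 3 at both the 24 hr and the 30 hr optical density reads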;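 note: z-score against mean and SD of all compound wells on the same plate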
sdo1 growth Rescue 24 h – recorded beside sdo1 growth, whose call it bears; z-score; S. cerevisiae sdo1-depleted JHY4D growth rescue, OD600; measured here: growth rescue at 24 h;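 0 is the plate mean of compound wells and units are plate SD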
An asterisk follows results filed as active; · = not tested or not shown. These rows are one share of the data; the hit share may differ from the screen's.

Insulin prom inh,sdo1 growth,sdo1 growth Rescue 24 h,molecule
10.5,-0.14,-0.72,CC(C)(C)C(=O)CC1(O)C(=O)N(Cc2ccc(Cl)cc2)c2ccccc21 (stereo not given)
2.9,0.03,-0.37,O=C(NC1CC1)c1cc(Cl)ccc1[N+](=O)[O-]
6.1,0.62,2.12,O=C(CSc1nc2cc3c(cc2c(=O)n1CCC1=CCCCC1)OCO3)NCc1ccco1
18.8,0.32,0.02,Cc1c(C(=O)OC(C)C)nnn1-c1nonc1N
5.4,-0.79,0.02,Clc1ccc(-c2nnc(-c3ccccc3)nc2N2CCSCC2)cc1
-11.4,0.2,-0.33,CCOC(=O)c1cc(C(=O)OCC)c2ccccn2c1=O
-30.0,0.67,1.09,COc1cccc(/C=C2/SC(=S)N(CC(=O)Nc3nnc(C)s3)C2=O)c1
-2.6,1.02,0.26,O=C(Oc1ccc(Cl)cc1)N1CCCCC1
-7.1,·,·,NNS(=O)(=O)c1ccc(N2CCCC2=O)c([N+](=O)[O-])c1
-45.5,·,·,N#Cc1ccccc1CSc1nnc(Cc2ccccc2)o1
-25.0,-0.06,-0.43,CCn1c(=O)n(CCOC)c(=O)c2c3c(sc21)CCCC3
53.3,-1.5,-1.3,O=S(=O)(Nc1ccc2ccccc2c1)c1ccccc1
-41.9,-0.78,0.29,Cn1c(C(=O)N2CCN(c3nc4ccccc4s3)CC2)cc2sccc21
12.1,2.49,2.65,CCN1C(=O)C(NC(C)=O)c2cc(OC)ccc21 (stereo not given)
·,2.66,0.29,CCOC(=O)c1[nH]cnc1C(=O)O
0.0,0.76,0.57,Cc1cc(C(C)(C)C)cc(C)c1CC1=NCCN1
-48.4,0.27,0.01,COCCNC(=O)c1cn(C)c(=O)c2cc(OC)c(OC)cc12
60.5,2.36,2.24,O=C(N1CCOCC1)N1CCN(S(=O)(=O)N2CCOCC2)CC1
·,-0.23,-0.8,CSc1nc(C)nc2c1c(=O)n(C)c(=O)n2C
-17.3,0.16,0.28,COCC(=O)N1CCCc2ccccc21

Record cards (already shown). Screens in order: Insulin prom inh	sdo1 growth	sdo1 growth Rescue 24 h
O=S(=O)(Nc1ccc2ccccc2c1)c1ccccc1 as listed: 53.3	-1.5	-1.3
COCC(=O)N1CCCc2ccccc21 as listed: -17.3	0.16	0.28

Arranged by molecular weight (rising): part of the list above.
Insulin prom inh,sdo1 growth,sdo1 growth Rescue 24 h,molecule
-17.3,0.16,0.28,COCC(=O)N1CCCc2ccccc21
2.9,0.03,-0.37,O=C(NC1CC1)c1cc(Cl)ccc1[N+](=O)[O-]
-25.0,-0.06,-0.43,CCn1c(=O)n(CCOC)c(=O)c2c3c(sc21)CCCC3
60.5,2.36,2.24,O=C(N1CCOCC1)N1CCN(S(=O)(=O)N2CCOCC2)CC1

Other structures:
Insulin prom inh,sdo1 growth,sdo1 growth Rescue 24 h,molecule
-20.6,-0.87,-0.56,O=C1CSC(c2cn(-c3ccccc3)nc2-c2cc3ccccc3o2)N1Cc1ccccc1 (stereo not given)
·,-0.04,-0.55,CC(C)CC(NC(=O)C(NC(=O)OC(C)(C)C)C(C)C)C(=O)N1CCCC1C(N)=O (stereo not given)
25.0,2.29,2.56,CCCCC(c1nnnn1CC1CCCO1)N1CCN(Cc2ccccc2)CC1 (stereo not given)
-3.0,-1.36,-1.65,O=C(/C=C/c1ccco1)Nc1cccc2cccnc12
31.2,-0.72,-1.2,COc1ccc(-c2csc3nc(C)n(-n4cccc4)c(=O)c23)cc1OC
-25.0,·,·,O=C(O)c1ccc(Nc2cnc3ccccc3n2)cc1
-10.7,-0.35,-1.03,CCOC(=O)c1cnc2ccc(Br)cc2c1NCCO
·,-0.41,0.71,Cc1ccc(OCC(=O)N/N=C/c2cn[nH]c2-c2ccc(Cl)c(Cl)c2)cc1
35.1,-0.98,-2.26,CCCCNC(=O)Nc1nnc(-c2ccccc2)o1
-17.2,0.96,0.33,COc1ccccc1C(O)Cc1nc2ccccc2n1C (stereo not given)
25.0,-0.06,-0.11,CCOC(=O)N1CCC(NC(=O)CCc2nc(-c3ccc(C)cc3)no2)CC1
·,-0.8,-0.48,Oc1ccccc1-c1nc(N2CCN(Cc3ccccc3)CC2)c2ccccc2n1
0.0,0.23,-0.15,NCCc1nnc(SCc2c(F)cccc2Cl)o1
·,0.18,-0.54,COc1ccc(NC(=O)C(C)SCc2ccccc2)cc1OC (stereo not given)
32.3,-1.1,0.27,COc1cc(-c2nc3c(c(C)nn3-c3ccccc3)c3cc(OC)c(OC)cc23)ccc1O
8.3,·,·,CCN(C(=O)COC(=O)/C=C/c1ccccc1)C1CCCCC1
-64.3,-1.16,-0.76,Cc1ccc(CNC(=O)NC23CC4CC(CC(C4)C2)C3)cc1
-331.2,-0.38,-0.81,COc1ccccc1NC(=O)CN(c1ccccc1F)S(C)(=O)=O
·,-0.12,-0.31,Cc1cc(NC(=O)NC2CCCN2S(=O)(=O)c2ccc(Cl)cc2)no1 (stereo not given)
-5.7,-0.16,0.38,COc1ccc(-c2noc(CN3C(=O)c4ccccc4C3=O)n2)cc1
-41.7,·,·,Cc1cc(NC(=O)CCN2C(=O)/C(=C/c3ccccc3F)SC2=S)no1
·,2.41,1.96,Cc1ccc(N2CCN(C(=O)c3ccccc3NC(=O)/C=C\C(=O)O)CC2)cc1
-41.5,·,·,CCC(C)Nc1nc2c(C)cccn2c(=O)c1C=Nc1ccc(OC)cc1 (stereo not given)
15.4,0.61,0.02,CC(=NCCN1CCN(C(C)=C2C(=O)c3ccccc3C2=O)CC1)C1=C(O)CC(C)(C)CC1=O
19.1,·,·,O=C(CSc1nncc2ccccc12)N1CCCCC1
-10.8,0.76,0.88,O=C(Nc1cccc(F)c1)OC(CN1CCCCC1)C(F)(F)F (stereo not given)
-18.6,0.94,-0.17,COc1ccc2c(c1)c(C(=O)CN1CCC(C(N)=O)CC1)c(C)n2C
·,-0.69,-0.88,Cc1c(/C=N\NC(=O)C2COc3ccccc3O2)c2ccccc2n1C (stereo not given)
-8.1,-0.49,-0.69,COc1ccccc1N1CCN(C(=O)/C=C/c2ccc(C)cc2)CC1
25.7,-0.17,-0.36,CCOC(=O)CSc1nnc(Cc2ccccc2)n1Cc1ccco1
·,-0.34,-0.05,CSc1nnc([C@H](C)NC(=O)OC(C)(C)C)o1
19.1,·,·,CCN(CC)CCCN(C(=O)Cn1nnc(-c2ccc(OC)c(OC)c2)n1)C(C(=O)NC(C)(C)C)c1ccc(F)cc1 (stereo not given)
·,-0.4,-1.07,O=C(CSc1nc2ccccc2o1)Nc1nncs1
-35.0,0.62,0.24,O=S(=O)(NCCSc1ccccc1)c1cccs1
-8.3,-1.44,0.03,CCN1C(=O)/C(=C\c2nc3ccccc3c(=O)n2-c2ccccc2)c2ccccc21
35.5,0.81,0.24,COc1ccccc1CNC(=O)CCNS(=O)(=O)c1cccc2nsnc12
63.2,·,·,Cc1cc[n+](-c2nc([O-])n(-c3ccccc3)c2C=O)cc1
52.9,·,·,O=C(Nc1ccccc1N1CCOCC1)c1ccc(N2CCOCC2)c([N+](=O)[O-])c1
-93.1,0.9,-0.04,CCCCOc1cccc(NC(=O)CSc2nncn2C)c1
37.1,0.42,-0.04,CN(C)S(=O)(=O)c1ccc(C(=O)NCCOc2ccccc2)cc1
2.3,·,·,COc1ccc(NC(=O)C2=Cc3cccc(OC)c3OC2)cc1
18.5,-0.4,-0.39,C=CCn1c(Oc2cc(C)ccc2C)nc2c1c(=O)n(C)c(=O)n2C
-56.4,-0.27,0.26,O=C(Nc1cnc2sccn2c1=O)c1ccc(Cl)cc1Cl
·,0.92,0.69,C=CCNC(=O)c1ccccc1NC(=O)Cc1ccccc1[N+](=O)[O-]
8.3,-0.76,0.22,Cc1cc(/C=C(/C#N)C(=O)Nc2ccc(Cl)cc2)c(C)n1-c1cccnc1
53.3,0.81,1.01,Cc1ccc(CNC(=O)CO/N=C/c2ccc3c(c2)OCO3)cc1
·,0.94,0.1,COc1cccc(/C=N/NC(=O)CSc2nnc(C)n2-c2ccccc2)c1O
28.6,0.32,-0.67,COc1ccc(C(NC(N)=O)c2ccccc2)cc1 (stereo not given)
31.4,0.83,0.59,COc1ccc(-n2cnnc2SC(C)c2nc3sc(C)c(C)c3c(=O)[nH]2)cc1 (stereo not given)
-61.1,-0.16,-0.04,O=C(Nc1cccnc1)c1c(F)cccc1F
45.5,-0.82,-0.78,Cc1ccc(-c2nnc(SCc3ccccc3F)o2)cc1
10.5,·,·,CC1CCCCN1C(=O)COc1ccc(F)cc1 (stereo not given)
15.4,·,·,COC(=O)c1nnn(-c2nonc2N)c1CSc1nnc(C)s1
36.7,0.32,0.65,COc1ccc(NC(=O)C(CCCCNC(=O)OC(C)(C)C)NC(=O)OCc2ccccc2)cc1 (stereo not given)
·,-0.58,-1.27,Cc1nc(N2CCN(C(=O)CCC(=O)O)CC2)c2c(C)c(C)sc2n1
18.8,·,·,O=C(CC(=O)N/N=C/c1cccs1)NCc1ccccc1
-62.9,-0.61,-0.22,Cc1ccc(S(=O)(=O)N2CCN(C(=O)CSc3ncc(C(F)(F)F)cc3Cl)CC2)cc1
20.0,0.18,2.29,CC(=O)c1nn(-c2ccccc2)cc1C(=O)c1cccc(Br)c1
31.6,-0.7,-0.63,O=C1c2ccccc2C(O)(Cc2ccccc2)N1C1CCCCC1 (stereo not given)
-36.7,0.27,-0.37,O=C(/C=C\Nc1ccc(Br)cc1)c1cccnc1

The results go on:
Insulin prom inh,sdo1 growth,sdo1 growth Rescue 24 h,molecule
-9.1,·,·,O=C(NCc1ccco1)c1ccc(Cn2c(=S)[nH]c3ccccc3c2=O)cc1
-280.0,·,·,CCN(CC)CCOc1ccc(/C(=C(/Cl)c2ccccc2)c2ccccc2)cc1
0.1,0.69,0.36,COCCNC(=O)CCCCCN1C(=O)CCC1=O
·,0.82,-0.05,Cc1cccc(C2CC(c3ccc(F)cc3)Nc3nc(N)nn32)c1 (stereo not given)
0.0,-0.11,-0.7,Cc1cc(C(=O)N/N=C/c2c(C)n(C)c3ccccc23)n[nH]1
16.7,-1.01,-1.1,CCN(CC)CCNc1ncnc2c1sc1nc(N3CCOCC3)c3c(c12)CC(C)(C)SC3
·,1.12,0.97,Cc1c(C(=O)N2CCOCC2)sc2ncnc(N3CCc4ccccc4C3)c12
8.6,1.01,0.41,O=C(NCCCn1ccnc1)c1cc(-c2ccc3c(c2)OCO3)on1
46.1,-0.99,-0.61,CCN1CCN(C(=O)c2cc(-c3cccnc3)nc3ccc(Br)cc23)CC1
-27.8,0.26,-0.02,CCOc1ccc(NC(=O)N2CCC(c3ccc(C)cc3)C2)cc1 (stereo not given)
0.0,-0.32,1.35,CCOc1ccc(C(=O)OCC(=O)c2c(N)n(C)c(=O)n(C)c2=O)cc1OCC
38.5,0.76,0.46,CCOC(=O)C(NC(C)=O)(Nc1ccc(S(=O)(=O)Nc2cc(C)on2)cc1)C(F)(F)F (stereo not given)
3.1,-0.64,-0.62,O=C(CSc1ncn[nH]1)Nc1ccccc1C(=O)O
-20.4,0.72,-0.44,COc1ccc(/C=C(\NC(=O)c2ccccc2)C(=O)N/N=C/c2ccncc2)cc1
7.4,-1.32,-1.28,COC(=O)Cc1ccc2sc(-c3ccccc3)nc2c1
42.9,1.07,0.83,CCC(C)NC(=O)N[C@@H](Cc1ccccc1)C(=O)O (stereo not given in full)
19.2,-0.68,0.21,O=c1cc(/C=C/c2ccccc2)oc2ccccc12
-11.1,-0.93,0.05,Cc1cc(SC(C)C(=O)Nc2ncc(Cl)cc2Cl)nc2ccccc12 (stereo not given)
30.0,1.54,-0.27,CC(C)CN(CC(C)C)c1nnc(N)s1
16.1,0.51,1.34,CSc1cccc(NC(=O)CSc2ncccc2C(=O)Oc2cccc([N+](=O)[O-])c2)c1
23.1,-0.23,-0.97,CCOC(=O)Nc1sc(C(=O)N(C)C)c(C)c1C(=O)OCC
-49.3,-1.37,-1.03,O=C(CSc1nc2ccccc2o1)c1ccc2c(c1)OCCO2
-21.1,1.32,2,CC(C)NS(=O)(=O)c1ccc(OCC(=O)NCc2cccnc2)cc1
-11.1,·,·,CC(C)CCNC(=O)c1csc2c1CCCCC2
7.1,0.85,-0.14,Cc1cc(C(=O)OCC(=O)Nc2ccc(F)cc2)c(C)o1
·,-0.01,-1.1,COc1ccc(OC)c(C2C(C(C)=O)=C(O)C(=O)N2CCC(=O)O)c1 (stereo not given)
-7.9,1.82,3.14,COc1cc(OC)c(C(=O)NNC(=S)NC2CCCCC2)cc1OC
·,0.22,0.02,CCOc1cc(C(=O)Nc2ccc(C)cc2C)ccc1OCC(=O)N1CCCCC1
-10.5,-2.19,-2.54,Cc1cccc(N2C(=O)CC(Sc3nnc(C)s3)C2=O)c1 (stereo not given)
·,-1.57,-1.48,O=C(COc1ccc2c(c1)CCC2)N1CCc2ccccc21
14.3,-2.31,-2.63,COc1cccc(C(=O)O/N=C(\N)Cc2ccc(Cl)cc2)c1
-60.0,1.39,0.02,CC(=O)N(c1ccccc1)C1CCCC1
50.0,-0.31,0.23,COc1cc(C)c2occ(/C(C)=N\O)c2c1
5.6,·,·,O=C(N/N=C/c1ccccc1Cl)c1nc2ccc([N+](=O)[O-])cc2c(=O)[nH]1

An excerpt from above in order of their number in Insulin prom inh, low to high.
Insulin prom inh,sdo1 growth,sdo1 growth Rescue 24 h,molecule
-7.9,1.82,3.14,COc1cc(OC)c(C(=O)NNC(=S)NC2CCCCC2)cc1OC
15.4,0.61,0.02,CC(=NCCN1CCN(C(C)=C2C(=O)c3ccccc3C2=O)CC1)C1=C(O)CC(C)(C)CC1=O
20.0,0.18,2.29,CC(=O)c1nn(-c2ccccc2)cc1C(=O)c1cccc(Br)c1
53.3,-1.5,-1.3,O=S(=O)(Nc1ccc2ccccc2c1)c1ccccc1
